Assay outcomes: PubChem BioAssay, The Scripps Research Institute Molecular Screening Center
Fh CTSL1 inh = counter-screen for PFM18AAP inhibitors: inhibitors of F. hepatica cathepsin L1; recombinant F. hepatica cathepsin L1, Z-Leu-Arg-MCA fluorescence; inhibition, % at 5.96 µM; 0.49% of 300,000 active; AID 1906;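 active = inhibition above the mean of all tested compounds plus 3 SD, set per screening campaign, cut at about 17% in these data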;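 also: 0% = plate median of test compound wells and 100% = 1 µM Z-Phe-Ala-diazomethylketone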
proCasp3 act = activators of human procaspase-3; recombinant procaspase-3 D3A, Ac-DEVD-pNA absorbance 405 nm; activation, % at 8.5 µM; 0.11% of 330,000 active; AID 463141;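 active = activation above the mean of all tested compounds plus 3 SD, cut at about 21% in these data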;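 also: 0% = DMSO alone and 100% = DMSO wells spiked with extra 5 µM PC-3 D3A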
Target sequence (P42574 whole entry D9A/D28A/D175A): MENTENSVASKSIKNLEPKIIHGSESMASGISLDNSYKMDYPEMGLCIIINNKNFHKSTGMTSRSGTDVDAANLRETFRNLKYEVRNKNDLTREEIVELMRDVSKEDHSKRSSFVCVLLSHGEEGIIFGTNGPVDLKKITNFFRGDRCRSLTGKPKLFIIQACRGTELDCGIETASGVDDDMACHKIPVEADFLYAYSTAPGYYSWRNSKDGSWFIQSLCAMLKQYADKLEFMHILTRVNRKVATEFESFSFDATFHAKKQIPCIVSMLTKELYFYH
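Technique: 405 nm absorbance of p-nitroaniline, reads at 0 and 120 min; Test system: Procaspase-3 D3A mutant; Incubation: 1 h enzyme-compound preincubation, then 2 h substrate reaction, 25 °C; Repeats: singlicate, each compound tested once; Benchmarks: low control DMSO wells, high control DMSO plus 5 µM PC-3 D3A.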
PP1 counter = blocks human PP1-alpha phosphatase, a PP5 counter-screen; P62136; purified PP1alpha, OMFP fluorescence; inhibition, % at 6.7 µM; 0.9% of 320,000 active; AID 2235;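 active = inhibition above the mean inhibition of all tested compounds plus 3 SD, computed separately for each screening campaign, cut at about 15% in these data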
Target sequence (P62136 whole entry, looked up): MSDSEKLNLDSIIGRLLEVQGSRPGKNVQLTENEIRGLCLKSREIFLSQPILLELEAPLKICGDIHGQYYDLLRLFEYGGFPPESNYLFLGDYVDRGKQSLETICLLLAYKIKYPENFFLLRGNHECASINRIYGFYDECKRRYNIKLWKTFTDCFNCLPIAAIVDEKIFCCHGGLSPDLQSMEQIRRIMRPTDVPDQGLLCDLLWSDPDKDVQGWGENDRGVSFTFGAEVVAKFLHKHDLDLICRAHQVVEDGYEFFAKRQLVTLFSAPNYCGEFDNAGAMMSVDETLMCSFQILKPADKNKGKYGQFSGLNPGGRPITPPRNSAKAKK
TPT1 inhibitor = blocks Candida albicans tRNA 2'-phosphotransferase | 0.81% of 300,000 active | inhibition, % at 5 µM | recombinant caTPT1, FP RNA substrate dephosphorylation;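 active = inhibition above the mean of all tested compounds plus 3 SD, set per screening campaign, cut at about 24% in these data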;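 also: plate controls were DMSO alone for no effect and ferristatin control at 100 nM for full effect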
PAFAH2 FP inh = PAFAH2 (human) inhibition. Q99487. recombinant PAFAH2, FP-rhodamine activity probe, fluorescence polarization. inhibition, % at 3.39 µM. 0.99% of 340,000 active;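 active = inhibition above the mean over all tested compounds plus 3 SD, cut at about 30% in these data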;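 also: inhibitors block probe labeling of enzyme so polarization drops; 0% = enzyme with DMSO and 100% = wells lacking PAFAH2 protein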
proCasp7 act = counter-screen: procaspase-7 (human) activation; 0.093% of 330,000 active; activation, % at 8.5 µM; P55210; recombinant procaspase-7, Ac-DEVD-pNA absorbance 405 nm; D23A/D198A/D206A triple mutant, cannot self-cleave; scale: DMSO 0, 5 µM enzyme 100; AID 463210;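 active = percent activation above the screen-wide mean plus 3 SD, cut at about 25% in these data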
Target sequence (P55210 whole entry D23A/D198A/D206A): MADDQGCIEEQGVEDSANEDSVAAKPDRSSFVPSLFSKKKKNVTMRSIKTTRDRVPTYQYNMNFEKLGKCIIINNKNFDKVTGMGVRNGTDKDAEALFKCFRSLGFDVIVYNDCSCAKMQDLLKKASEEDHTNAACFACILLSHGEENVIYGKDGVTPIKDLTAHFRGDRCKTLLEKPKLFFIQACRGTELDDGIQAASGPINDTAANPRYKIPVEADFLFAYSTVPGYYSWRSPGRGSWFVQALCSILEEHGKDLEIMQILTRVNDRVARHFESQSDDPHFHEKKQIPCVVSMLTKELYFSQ
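Material: Procaspase-7 triple mutant (PC-7 D3A) | Quantity: 2 µM procaspase-7 mutant as dispensed | Reagent: DEVD-pNA substrate | Times: 1 h preincubation, 2 h reaction | Technique: 405 nm absorbance of p-nitroaniline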
PP5 primary = PP5 (human) phosphatase inhibition | purified PP5c, OMFP substrate fluorescence | inhibition, % at 6.7 µM | 0.18% of 320,000 active;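 active = inhibition above the campaign's mean inhibition across all tested compounds plus 3 SD, cut at about 9.5% in these data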;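 also: 0% = DMSO only and 100% = 100 µM cantharidin control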
AHR activator = activates the human aryl hydrocarbon receptor; P35869; AHR-responsive luciferase reporter cells, luminescence; activation, % at 5 µM; 2.5% of 320,000 active; AID 2796; in the data active = activation above about 47%;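 also: 0% = vehicle wells and 100% = reference agonist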
core dimer inh = blocks dimerization of HCV core protein; TR-FRET GST/Flag-core106 dimerization, 1536-well; inhibition, % at 5 µM; 0.33% of 300,000 active;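 active = inhibition above the mean of all tested compounds plus 3 SD, set per screening campaign, cut at about 45% in these data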
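Test system: GST/Flag-tagged HCV core106 proteins; Medium: KF-containing HEPES buffer, pH 7.45, DTT, CHAPS, BSA; Times: compound-protein-antibody incubation 4 h at 22.5 °C; Detection: TR-FRET 671 and 617 nm emission; Benchmarks: wells lacking GST-core106 and wells with excess unlabelled core106.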
Numbers without * were called inactive; . = no result given.

| canonical_smiles | AHR activator | PP1 counter | proCasp7 act | PP5 primary | TPT1 inhibitor | PAFAH2 FP inh | core dimer inh | proCasp3 act | Fh CTSL1 inh |
| --- | --- | --- | --- | --- | --- | --- | --- | --- | --- |
| CCOC(=O)CCC(NC(=O)CC(=O)NC(CCC(=O)OCC)C(=O)OCC)C(=O)OCC (stereo not given) | 1.3 | -4.6 | 8.5 | -0.6 | 0.2 | -3.4 | -0.1 | 0.7 | -4.6 |
| COCCn1nc2cc(C(=O)NCc3cc(C(F)(F)F)cc(C(F)(F)F)c3)ccc2c1OC | -12.1 | -7.6 | 5.0 | 7.5 | 1.7 | 3.9 | -16.4 | 2.4 | 1.0 |
| COc1ccc(CCNC(=O)C2CCN(C(=O)c3ccc(Br)cc3)CC2)cc1 | 0.9 | -2.8 | 9.7 | 1.4 | -2.9 | 0.9 | -7.3 | 7.7 | -3.3 |
| Cc1ccc(S(=O)(=O)NC(C)C(c2cccs2)N2CCN(c3ccccc3)CC2)cc1 (stereo not given) | 4.5 | 5.8 | 5.4 | 1.3 | -3.3 | -7.4 | 12.7 | -0.5 | 1.4 |
| CC(=O)Oc1ccc(-c2ccc(C(=O)O)cc2)cc1 | 0.5 | 0.8 | 3.3 | 4.3 | 1.1 | 0.8 | 0.6 | 8.6 | -2.4 |
| O=C(N/N=C/c1ccco1)c1cccc(NC(=O)c2cccc(Cl)c2)c1 | 54.6* | 4.3 | 4.2 | -0.8 | 0.2 | 8.2 | 2.3 | 7.3 | 4.6 |
| CCc1nc(Nc2cc(OC)ccc2OC)c2oc3ccccc3c2n1 | 5.6 | 2.8 | 3.9 | -2.8 | -1.8 | 4.4 | 5.2 | -4.3 | 2.3 |
| S=c1nc(-c2ccccc2)n(CCN2CCOCC2)c2c1CCCC2 | 6.1 | 1.6 | -7.6 | 3.1 | -4.4 | -9.3 | -0.3 | -4.8 | 2.5 |
| O=C(NCC1CCCN1S(=O)(=O)c1cccs1)c1ccc(F)cc1 (stereo not given) | 0.1 | -5.7 | 2.9 | -1.1 | -4.7 | -2.6 | 0.1 | 11.3 | -2.6 |
| COc1cc2c(cc1OC)C1(NCC2)C(=O)Nc2ccccc21 (stereo not given) | 0.0 | -2.6 | 10.9 | 2.0 | -5.4 | -0.7 | 0.9 | 2.9 | -5.7 |
| COc1ccc(C(=O)NCc2cn3ccsc3n2)cc1OC | 6.8 | -2.1 | 9.3 | 1.9 | -0.1 | -0.7 | -10.8 | 1.2 | -2.7 |
| COc1ccc(OC)c(NC(=O)CSc2n[nH]c(-c3cccnc3)n2)c1 | 0.3 | 0.7 | 6.8 | 1.5 | 1.9 | 0.4 | 8.0 | 9.6 | -4.3 |
| Cc1cc(=O)n2nc(N3CCC(C(=O)NCc4cccc(Cl)c4)CC3)sc2n1 | -0.5 | 2.5 | -2.9 | 1.7 | -2.5 | 8.7 | 6.8 | 0.9 | 0.8 |
| Cn1c(/C(C#N)=C(\O)c2ccc(Cl)s2)nc2ccccc21 | 64.9* | -7.7 | -3.8 | -0.1 | -1.1 | 10.6 | -41.6 | 2.0 | -1.1 |
| CC(OC(=O)c1cccc(S(=O)(=O)N(C)C)c1)C(=O)NCc1ccc2c(c1)OCO2 (stereo not given) | -2.0 | -4.5 | 2.7 | -1.4 | -1.0 | 6.5 | 1.1 | 1.3 | -3.6 |
| CCOc1ccc(CNS(=O)(=O)c2ccc(-c3ccc(=O)[nH]n3)o2)cc1OC | -0.3 | -1.4 | 1.4 | -2.7 | -3.3 | 8.6 | -1.4 | -1.6 | 1.5 |
| C=CCc1ccc(OCCOc2ccc(/C=N/n3cnnc3)cc2OCC)c(OC)c1 | 9.8 | 0.1 | 1.5 | -6.7 | -4.4 | -6.0 | 10.3 | -3.4 | 10.3 |
| CCOC(=O)C1=NN(C(C)=O)C2(CC(=O)N(c3cccc(C)c3)C2=O)C1 (stereo not given) | 2.3 | -2.7 | -3.5 | 4.3 | -1.1 | 4.6 | -7.4 | 5.4 | -0.6 |
| COC(=O)c1ccc(NC(=O)C2CCN(C(=O)Nc3ccccc3)CC2)cc1 | 14.9 | -0.4 | 1.2 | 0.9 | . | 6.1 | . | 11.1 | . |
| CC(CCc1ccccc1)NC(=S)NC(=O)c1ccco1 (stereo not given) | 2.1 | 2.9 | 2.2 | 0.5 | -2.0 | 1.3 | -3.4 | 5.2 | 0.3 |
| CCc1ccc(OCC(=O)N2CCN=C2c2ccccc2)cc1 | 12.0 | -4.5 | -9.9 | 1.0 | 4.0 | -1.2 | 1.9 | -4.5 | 3.0 |
| Cc1nc(=O)c(-c2ccccc2)c(C)n1-c1ccccc1C(=O)O | 0.4 | -2.6 | 14.7 | -0.2 | -1.9 | 0.1 | -1.3 | 1.7 | -0.3 |
| CC1=NN(c2ccc(C(F)(F)F)cn2)C(=O)C1 | 50.6* | 0.4 | -0.3 | 3.5 | 0.4 | 9.8 | -3.0 | -2.7 | 0.6 |
| Cc1[nH]c(=O)[nH]c(=O)c1S(=O)(=O)N1CCCC(C(=O)NCc2ccco2)C1 (stereo not given) | -1.0 | -3.2 | 5.5 | 1.4 | -2.5 | -1.8 | 0.4 | -1.2 | -1.8 |
| O=C(Cn1cc(C(F)(F)F)cc(Cl)c1=O)NCc1ccc(Cl)cc1 | 4.7 | -2.8 | 1.0 | -0.4 | -2.8 | 1.1 | -11.0 | 11.9 | 4.5 |
| COc1ccc(OC(C)=O)c(C2c3cc(OC)c(OC)cc3CCN2C(C)=O)c1 (stereo not given) | 1.1 | -2.5 | -1.0 | 1.3 | -0.3 | -1.5 | -4.3 | 1.5 | -1.4 |
| O=c1c(-c2ccc(Cl)cc2)[n+]([O-])c2ccccc2n1OCc1nc2ccccc2[nH]1 | 24.5 | 3.5 | 3.6 | -1.3 | -0.9 | -1.9 | -1.2 | 7.2 | 2.0 |
| CC(=NCCCN(C)C)C1=C(O)c2ccccc2C1=O | 0.5 | -3.4 | -3.4 | 3.0 | -2.2 | 2.9 | -21.5 | 2.3 | -1.6 |
| N#Cc1ccc(CSc2ccccn2)c(Cl)c1 | -4.8 | -0.7 | -0.8 | 1.3 | -2.5 | 0.3 | 7.0 | 4.0 | 1.8 |
| CCN(CC)c1ccc(/C=N/N2CCN(Cc3ccccc3)CC2)c(O)c1 | 8.7 | -1.2 | -12.3 | 1.0 | -2.9 | 4.5 | -10.5 | 0.4 | 4.6 |
| O=C(c1cc(-c2ccc(Br)cc2)nc2ccccc12)N1CCC1 | 32.9 | 19.8* | 0.6 | -0.1 | 0.2 | 1.8 | 10.3 | -6.3 | 4.3 |
| C=CC(C)(C)c1[nH]cnc1/C=C1\NC(=O)C(C(C)C)NC1=O (stereo not given) | 0.1 | -7.8 | -7.8 | -0.3 | -1.6 | 5.2 | -1.7 | 2.3 | -0.7 |
| Cn1c(CNC(=O)c2ccco2)nnc1SCC(=O)c1ccc(F)cc1 | -0.6 | 2.0 | 2.1 | 4.1 | -2.1 | -0.5 | -3.8 | 5.6 | -0.4 |
| CCCn1c(/C=C/c2ccccc2)nc2ccccc21 | 88.0* | -4.0 | -4.9 | 2.3 | 2.4 | 11.7 | 1.7 | 4.3 | 2.0 |
| CCOc1cc(CNc2ccccc2SC)ccc1O | 7.0 | 0.5 | 0.2 | 0.2 | 2.3 | . | -0.1 | -7.0 | 1.9 |
| CCn1c2ccc(F)cc2c2nnc(SCCN3CCOCC3)nc21 | 22.1 | -0.6 | 5.1 | -2.2 | 1.3 | 6.5 | -1.5 | -6.0 | 2.3 |
| COCCn1c(SCC(=O)Nc2cc(Cl)ccc2OC)nc2c(c1=O)SC(C)C2 (stereo not given) | 15.8 | 8.1 | -1.3 | 3.4 | 3.0 | 3.4 | 2.7 | 0.8 | 3.1 |
| CCOC(=O)CC1=C(C(=O)OCC)C(c2cc(OC)c(OC)cc2OC)C(C#N)=C(N)O1 (stereo not given) | -0.2 | -0.6 | 13.2 | -0.7 | -2.8 | 3.1 | -4.9 | 5.4 | 0.4 |
| O=C1/C(=C/c2ccccn2)SC(=S)N1NS(=O)(=O)c1ccccc1 | 1.8 | 4.7 | -12.2 | -0.8 | -0.8 | 4.4 | -0.8 | 1.2 | -1.5 |
| CCN(CC)S(=O)(=O)c1ccc(F)cc1 | -0.1 | 0.1 | 2.8 | -0.7 | -4.0 | 2.8 | -2.0 | -1.9 | -2.1 |
| CNC(=O)/C(C#N)=C/c1c(N(Cc2ccccc2)Cc2ccccc2)nc2c(C)cccn2c1=O | -0.9 | 1.2 | -2.8 | 0.3 | -1.4 | -7.4 | 15.3 | -9.5 | 3.2 |
| COc1cc(CNCCCN2CCOCC2)c(Br)cc1OCC(=O)Nc1ccccc1C | 1.1 | -2.9 | -5.1 | -4.3 | -2.7 | 5.0 | -2.7 | 6.0 | 0.0 |
| COc1nnc(OC)c2ccccc12 | -1.0 | 1.4 | -1.0 | -1.7 | -0.2 | 0.4 | -3.9 | 3.8 | 1.2 |
| COc1ccc(C(C)=O)cc1COc1ccc(F)cc1 | 12.9 | 0.9 | 2.5 | 2.4 | -0.8 | 3.9 | 1.2 | -3.1 | 0.8 |
| CC12CN3CCN(CC(C3)C1(O)CN1CCOCC1)C2 (stereo not given) | -0.7 | 1.4 | 2.1 | 3.4 | 2.5 | 2.6 | 1.5 | -2.5 | -5.5 |
| CC(=O)c1cccc(NC(=O)COc2ccc3oc(=O)cc(C)c3c2)c1 | -2.0 | -7.1 | 3.7 | 7.2 | -0.6 | -1.6 | 2.9 | 3.0 | -8.0 |
| O=C(COC(=O)c1cc(S(=O)(=O)N2CCOCC2)ccc1F)Nc1ccc2c(c1)OCO2 | 2.7 | . | 8.8 | . | . | 2.8 | . | 1.3 | . |
| COC(=O)c1ccccc1NC(=O)c1c(Br)cnn1C | 2.7 | 1.2 | 3.3 | 0.0 | -5.7 | 6.9 | -2.0 | 3.0 | 1.3 |
| O=c1c2ccccc2nnn1CSc1nnc(-c2cccc(S(=O)(=O)N3CCCCC3)c2)o1 | 0.8 | 4.1 | 2.6 | 3.0 | -1.0 | 7.8 | 32.7 | -4.0 | 2.4 |
| Cc1nc(C)n(CC(O)COc2ccc3ccccc3c2)n1 (stereo not given) | 3.9 | 0.8 | 7.4 | 0.1 | -1.5 | -4.8 | -2.3 | 8.1 | -2.6 |
| Oc1c(N=NC(=S)Nc2ccccc2F)c2ccccc2n1Cc1ccccc1Cl | 14.0 | 2.7 | -3.6 | -0.9 | 2.4 | -2.3 | 8.1 | 0.5 | 1.3 |
| CC1Cc2ccccc2N1C(=O)CSc1nc2c(c(=O)n(C)c(=O)n2C)n1Cc1ccc(F)cc1 (stereo not given) | -0.9 | 0.6 | 3.4 | 3.1 | -2.8 | -4.3 | 8.8 | 2.2 | -1.3 |
| COCCOC(=O)C1=C(C)NC(=O)NC1c1c(Cl)nc2c(C)cccn2c1=O (stereo not given) | 3.5 | 1.4 | 3.0 | -1.4 | -10.2 | . | -1.8 | -2.6 | 2.0 |
